D2 potentiator = positively modulates the human D2 dopamine receptor allosterically; P14416; HEK293 T-REx D2, calcium flux, EC20 dopamine potentiation; potentiation, % at 10 µM; 0.34% of 340,000 active;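 active = potentiation over 3 SD above the plate norm, cut at about 30% in these data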; note: 0% is about no effect
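Primary screen. Calcium kinetics in induced HEK293 T-REx D2 cells: compound pre-addition 180 s, EC20 dopamine, 180 s more.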
RXFP1 antagonist = blocks the human relaxin receptor RXFP1; activity change, negative = inhibition, % at 57.5 µM; HEK293-RXFP1, relaxin-stimulated cAMP HTRF, 30 min; stronger effect = lower value; 0.59% of 350,000 active; Q9HBX9;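 active = activity change of -60% or lower, but not beyond a set lower limit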; note: % is set by controls: 0 for no effect and ±100 for the full control effect
Target sequence (Q9HBX9 whole entry, looked up): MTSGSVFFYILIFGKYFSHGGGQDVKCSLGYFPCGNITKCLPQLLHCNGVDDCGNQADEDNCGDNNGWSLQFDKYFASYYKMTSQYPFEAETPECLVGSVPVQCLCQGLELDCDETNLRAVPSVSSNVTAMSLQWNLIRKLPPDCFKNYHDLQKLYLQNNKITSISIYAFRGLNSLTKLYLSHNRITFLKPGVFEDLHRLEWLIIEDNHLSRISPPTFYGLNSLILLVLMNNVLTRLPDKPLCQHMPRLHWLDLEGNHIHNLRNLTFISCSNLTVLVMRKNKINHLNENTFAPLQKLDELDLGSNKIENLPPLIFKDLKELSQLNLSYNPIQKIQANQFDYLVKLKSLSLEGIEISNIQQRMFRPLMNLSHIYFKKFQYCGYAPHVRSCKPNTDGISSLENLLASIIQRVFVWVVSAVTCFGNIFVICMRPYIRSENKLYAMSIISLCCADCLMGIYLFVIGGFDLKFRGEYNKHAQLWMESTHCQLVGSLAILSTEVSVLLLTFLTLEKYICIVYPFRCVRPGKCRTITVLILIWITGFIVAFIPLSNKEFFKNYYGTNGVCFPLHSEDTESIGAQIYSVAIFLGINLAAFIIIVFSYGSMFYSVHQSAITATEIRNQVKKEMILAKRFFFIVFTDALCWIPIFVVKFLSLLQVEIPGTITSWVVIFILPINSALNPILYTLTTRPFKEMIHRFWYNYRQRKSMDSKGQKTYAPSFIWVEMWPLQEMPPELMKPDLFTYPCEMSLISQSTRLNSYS
D2 agonist = D2 dopamine receptor (human) agonism; 0.53% of 340,000 active; AID 485358; activation, % at 2 µM; HEK293 T-REx D2 cells, calcium flux agonist mode;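 active = activation over 3 SD above normal in the single-dose calcium agonist read, cut at about 30% in these data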; note: 0% is about no effect
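In this primary screen, compounds producing a positive calcium signal within 180 s of addition to tetracycline-induced, force-coupled HEK293 Trex D2 cells are flagged; cells are dye-loaded with a no-wash calcium kit beforehand.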
D1 ag = human D1 receptor agonism; HEK293 T-REx D1 cells, calcium flux, agonist mode; P21728; 1% of 360,000 active; activation, % at 2 µM; AID 504660; note: 0% is about no effect
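Agonism was scored from calcium flux recorded over 180 s (1 read/s) after pintool compound addition, following a 10-cycle baseline. Cells were inducible force-coupled HEK293 TREx D1, plated overnight at 30 C and loaded with no-wash calcium dye.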
D1 PAM = potentiators of human D1 dopamine receptor; P21728; HEK293 TREx D1 cells, calcium flux, dopamine EC20 potentiation; potentiation, % at 10 µM; 0.036% of 360,000 active; AID 504651; in the data active = potentiation above about 30%; note: 0% is about no effect
D2 antag = D2 dopamine receptor (human) antagonism; HEK293 TREx D2 cells, calcium flux, dopamine EC80; inhibition, % at 10 µM; 2% of 340,000 active; AID 485344; in the data active = inhibition above about 30%; note: 0% is about no effect
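Read-out: kinetic calcium fluorescence (1 cycle/s) in inducible HEK293 T-REx D2 cells after an EC80 dopamine addition that followed 180 s compound preincubation. Loss of the dopamine response indicates antagonism.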
D1 antag = antagonists of human D1 dopamine receptor; HEK293 TREx D1 cells, calcium flux, dopamine EC80; stronger effect = lower value; 3.2% of 360,000 active; P21728; AID 504652; activity change, negative = inhibition, % at 10 µM; in the data active = activity change below about -30%; note: % is set by controls: 0 for no effect and ±100 for the full control effect
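Tetracycline-induced HEK293 T-REx cells with force-coupled D1 receptor were loaded with a no-wash calcium dye. Compound was added after a 10 s baseline and read kinetically for 180 s; EC80 dopamine was then added and calcium flux followed another 180 s.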
TRHR agonist = agonists of human TRH receptor | TRHR cells, calcium flux fluo-8, FDSS agonist mode | activation, % at 2 µM | 0.18% of 360,000 active; note: 0% is about no effect
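Fluo-8-loaded TRHR cells; 10 s baseline, compound added, kinetic Ca2+ fluorescence read 1/s, agonist mode.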
TRHR PAM = allosterically enhances the human TRH receptor. P34981. TRHR cells, fluo-8 calcium fluorescence, EC20 TRH enhancement. enhancement, % at 2 µM. 0.66% of 360,000 active; in the data active = enhancement above about 30%; note: 0% is about no effect
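Enhancer read-out: after compound pinning and an initial kinetic agonist-mode read, an EC20 of TRH (10 nM final) was injected and fluo-8 calcium signal (Ex 480/Em 530) followed at 1 s/cycle for 100 cycles in TRHR-expressing cells.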
Numbers without * were called inactive; / = no result given. Cut-off read from the data, not from the text of the source, unless noted: active = activation above about 30%; inactive = the rest.

Below each SMILES – D2 potentiator	RXFP1 antagonist	D2 agonist	D1 ag	D1 PAM	D2 antag	D1 antag	TRHR agonist	TRHR PAM
1	Cc1ccc2c(c1)N(C(=O)Nc1cccc3c1CCCC3)CCO2
    6	-32	0.2	1	1	/	-9	0.3	3
2	COc1ccc(CN2CCC(N3CCC(C(=O)N4CCOCC4)CC3)CC2)c(F)c1
    19	-9	-0.2	0	-2	1	-6	0.6	4
3	O=C(CN(Cc1ccccc1)C(=O)CCC(=O)Nc1nccs1)NCC1CCCO1 (centres undefined)
    1	9	0.2	1	-4	-5	35	0.3	14
4	COc1ccc(CC(=O)Nc2ccccc2-c2ccccc2)cc1OC
    -4	-6	3.2	2	0	4	-13	0.6	6
5	COc1ccc(NC(=O)CSc2c(C)n[nH]c2C)cc1
    12	-2	-0.1	0	-1	-7	-7	-0.2	7
6	CCN(CC)CCCNC(=O)c1cc2nc3c(c(C(F)(F)F)n2n1)CCc1ccccc1-3
    -7	-29	0.8	2	-3	6	10	0.0	-2
7	CC(=O)c1ccc(Oc2ncnc3c2oc2ccccc23)cc1
    10	-4	2.1	1	-4	/	12	0.3	0
8	COc1ccccc1CCNC(=O)c1cccc(S(=O)(=O)NCc2ccccc2)c1
    13	-11	0.7	-1	-5	-7	17	-0.6	-1
9	O=C(C1CC1)N1CCc2cc(Br)cc(S(=O)(=O)NCCCN3CCCC3)c21
    -11	4	0.4	2	-7	39*	1	-0.1	-6
10	Cc1ccc(NC2CC(=O)N(c3cccc([N+](=O)[O-])c3)C2=O)cc1 (centres undefined)
    9	-8	0.5	2	-5	0	-9	0.7	6
11	COCCn1c(-c2ccc(Cl)cc2)cnc1SCC(=O)NCCc1ccc(OC)c(OC)c1
    7	-15	0.0	6	8	-6	-12	-0.5	-6
12	COC(=O)Cn1cc(/C=C(/C#N)C(=O)N2CCOCC2)c2ccccc21
    -6	-6	-0.8	3	3	3	-2	-0.4	1
13	O=C(/C=C/c1ccc2c(c1)OCO2)NCCS(=O)(=O)N1CCN(c2ccc(F)cc2)CC1
    -3	-9	-0.6	3	-3	2	-4	0.1	2
14	COc1ccc(NC2CCCN(C(=O)c3ccc(OC)o3)C2)cc1 (centres undefined)
    22	-6	-0.1	0	-1	0	1	0.2	-5
15	Cc1cc(C)c(C)c(S(=O)(=O)N2C(=S)NC(=O)C2C(C)C)c1C (centres undefined)
    13	-9	0.6	5	15	11	1	0.1	3
16	COC(=O)c1ccc(OS(=O)(=O)c2ccc(NC(C)=O)cc2)cc1
    0	2	0.4	21	-8	-3	-35*	1.1	-4
17	CN(C)S(=O)(=O)c1ccc(Cl)c(NC(=O)CN2C(=O)NC3(CCc4ccccc43)C2=O)c1 (centres undefined)
    17	-3	-0.2	1	7	10	-14	-0.4	-4
18	Cn1nc(CC(=O)Nc2ncc(Br)s2)c2ccccc2c1=O
    0	-5	-0.1	11	-6	-3	-18	-0.7	5
19	O=C(CCn1cnnn1)Nc1ccccc1F
    4	-13	-0.7	7	0	3	6	0.4	4
20	CN(c1ccccc1C(=O)Nc1ccc(S(=O)(=O)N2CCOCC2)cc1)S(=O)(=O)c1ccccc1
    13	1	1.4	7	-4	-9	4	0.9	-3
21	COC(=O)c1[nH]c2ccccc2c1NC(=O)C(C)N1CC(C)OC(C)C1 (centres undefined)
    6	12	0.1	0	0	7	0	-0.2	5
22	O=C(COc1ccccc1)NC(NC(=S)Nc1ccccc1O)C(Cl)(Cl)Cl (centres undefined)
    -4	5	-0.1	1	-6	-10	22	-0.3	-3
23	O=C(C1=C[C@@H](C2CC2)C[C@@H](OCc2ccc(CO)cc2)O1)N1CCN(Cc2ccc3c(c2)OCO3)CC1
    7	/	-0.2	-1	2	-7	2	-0.7	-10
24	CCCCS(=O)(=O)N1CCC(C(=O)Oc2ccc(Cl)cc2)CC1
    14	6	0.3	-1	-3	-6	17	-0.1	-2
25	COc1ccc(C)cc1-n1c(-c2ccc(C)cc2)cc2c1CC(C)(C)CC2=O
    1	-33	-0.8	1	5	/	13	-0.9	1
26	Cc1cccc(NC(=O)C(Cc2ccccc2)NS(=O)(=O)c2ccc3c(c2)c(=O)n(C)c(=O)n3C)c1 (centres undefined)
    -1	/	-1.2	6	-5	/	-7	-0.6	-7
27	Cc1ccc(CNC(=O)c2ccc(CN3CCOCC3)cc2)cc1
    -8	0	0.4	0	-2	-10	16	0.3	16
28	O=C1CN(C(=O)CSc2nc3cc(Cl)ccc3c(=O)n2Cc2ccccc2)c2ccccc2N1
    2	-5	-0.4	6	-3	-2	12	-0.2	-3
29	Cc1[nH]c(=O)[nH]c(=O)c1/C=N/NC(=O)[C@H](CC(C)C)NC(=O)OC(C)(C)C
    4	/	0.7	-1	3	9	7	-0.2	5
30	COCCNC(=S)N1CCCN(c2nc3cc(C)ccc3cc2C#N)CC1
    0	2	0.3	4	-3	11	-21	0.0	0
31	COc1ccc(N2CCN(C(=O)CSc3nnc(-c4ccc5[nH]c(C)c(C)c5c4)o3)CC2)cc1
    -5	-4	0.2	1	-1	-3	20	0.1	0
32	CCOc1ccc(C(=O)Nc2cccc(-c3ccc(N4CCOCC4)nn3)c2)cc1OCC
    -6	15	-0.4	0	-1	1	-3	-0.4	-1
33	Cc1ccc(O)c(-c2cc(C(=O)Nc3c(C)n(C)n(-c4ccccc4)c3=O)[nH]n2)c1
    -13	-3	35*	0	3	3	-4	-0.4	3
34	NC(=O)CC(NC(=O)Cc1ccc(Br)cc1)c1ccc(N2CCCCCCC2)c([N+](=O)[O-])c1 (centres undefined)
    -1	/	-0.6	0	-2	2	-7	-0.7	9
35	CN(C)Cc1c(C(=O)N/N=C/c2ccccc2OCc2ccc(F)cc2)nnn1-c1nonc1N
    -11	13	0.8	1	-2	8	-13	0.2	12
36	O=C(NCC(c1cccnc1)N1CCN(c2ccccc2F)CC1)C1CCCCC1 (centres undefined)
    -7	-15	2.3	0	9	-8	-24	0.3	-13
37	CCNC(=O)COc1ccc(C=O)cc1OC
    3	-7	0.7	2	-3	1	7	-0.3	5
38	COC(=O)N/N=C\c1cccc(OC(=O)c2cccs2)c1
    /	6	0.1	2	-4	-5	-4	0.3	-2
39	CCCOc1ccc(/C=N/n2nnnc2N)cc1OC
    2	-1	0.1	0	-4	-1	-10	-1.6	8
40	CCOc1ccc(S(=O)(=O)N2CCCC(C(=O)NC3CCCC3)C2)cc1 (centres undefined)
    2	-3	-0.8	2	2	2	0	0.1	-5
41	COCCn1c(N)c(N(Cc2ccccc2)C(=O)c2cc3ccccc3o2)c(=O)[nH]c1=O
    2	1	1.5	3	-2	9	15	0.0	-3
42	Cc1ccc(Cl)cc1N1CCN(Cc2nnc(-c3ccc4c(c3)OCO4)o2)CC1
    -13	-37	-0.2	4	7	/	-20	-0.7	4
43	CCCCCn1c(=O)[nH]c2cc(C(=O)NCc3ccccn3)ccc2c1=O
    2	-23	0.2	2	-4	5	-9	0.3	16
44	Cc1ccc(-c2c(C(=O)N/N=C/c3cccs3)nnn2-c2nonc2N)cc1
    16	-22	/	76*	20	/	42	9.3	23
45	CS(=O)(=O)Nc1ccc(Br)cc1C(=O)c1ccccc1
    -3	-2	1.1	2	5	11	7	-1.3	-6
46	COc1cc(NC(=O)c2cc3c(C)nc4ccccc4c3o2)cc(OC)c1OC
    /	3	/	2	/	/	11	-0.2	8
47	O=c1cc(CN2CCOCC2)nc(C2CC2)[nH]1
    /	-9	/	3	0	/	-3	0.3	-4
48	COC(=O)C1CSc2[nH]c(=O)sc2C1c1ccc(O)c(OC)c1 (centres undefined)
    0	4	-0.6	2	4	8	-1	-0.7	20
49	Cc1ccc(N(CC(=O)N2CCOCC2)S(=O)(=O)c2ccccc2)cc1
    -5	3	0.9	1	-10	1	-6	1.3	-8
50	OCC1(CCOc2ccccc2)CCN(Cc2ccc3cccc(F)c3n2)CC1
    2	-5	0.1	0	0	0	15	-0.6	4
51	COc1ccc2[nH]cc(C(=O)CN3CCCC(C)(C)C3)c2c1
    12	2	0.6	5	1	-4	-5	1.2	4
52	Nc1nc(C23CC4CCC(CC(C4)C2)C3)cs1
    12	-3	4.5	7	9	4	1	3.6	-6
53	Cc1ccc2nc(-c3ccc(NC(=O)COc4ccc(Br)cc4Br)cc3)sc2c1
    -19	11	/	8	0	/	56	-1.1	2
54	CC(c1nnc(SCC(=O)Nc2ccc3[nH]c(=O)[nH]c3c2)n1Cc1ccccc1)N(C)C (centres undefined)
    -5	3	-0.1	3	-6	-8	2	-0.1	-2
55	CCc1cc2c(NC(Cc3ccccc3)C(=O)O)nc(C)nc2s1 (centres undefined)
    -7	0	0.5	4	1	9	1	0.3	8
56	O=C(CSc1nnc(NC(=O)Cc2ccccc2)s1)NCC1CCCO1 (centres undefined)
    -2	4	0.8	2	0	-5	14	0.2	-1
57	Cc1ccccc1C(=O)NCCSc1ccccc1
    -5	-5	-0.8	-2	2	1	-3	-0.4	-11
58	Cc1onc(-c2ccccc2Cl)c1C(=O)NNC(=O)c1ccccc1F
    -2	3	1.7	3	/	9	11	0.6	-10
59	Cc1ccc(N(C(=O)c2csnn2)C(C(=O)NC(C)(C)C)c2ccncc2)cc1 (centres undefined)
    /	13	/	3	-1	/	-3	0.4	3
60	CN(C)S(=O)(=O)N(CC(=O)Nc1ccc(C(F)(F)F)cc1)c1ccccc1
    -3	/	-0.5	0	-3	/	-1	-0.4	7
61	Cc1cc2nc(C3CCN(CC4COc5ccccc5O4)CC3)[nH]c2cc1C (centres undefined)
    -19	/	47*	5	-1	11	-4	-0.8	-1
62	COc1ccc(CS(=O)c2nc(C)cc(C)c2S(C)(=O)=O)cc1 (centres undefined)
    21	1	-0.1	0	-3	-9	10	-0.1	-6
63	O=C(CC(c1ccccc1)c1cc(Br)ccc1O)NCCCN1CCOCC1 (centres undefined)
    -6	-3	-0.1	2	8	-2	-1	-0.4	-3

Five records drawn at random from those above, as already listed:
Below each SMILES – D2 potentiator	RXFP1 antagonist	D2 agonist	D1 ag	D1 PAM	D2 antag	D1 antag	TRHR agonist	TRHR PAM
45	CS(=O)(=O)Nc1ccc(Br)cc1C(=O)c1ccccc1
    -3	-2	1.1	2	5	11	7	-1.3	-6
55	CCc1cc2c(NC(Cc3ccccc3)C(=O)O)nc(C)nc2s1 (centres undefined)
    -7	0	0.5	4	1	9	1	0.3	8
43	CCCCCn1c(=O)[nH]c2cc(C(=O)NCc3ccccn3)ccc2c1=O
    2	-23	0.2	2	-4	5	-9	0.3	16
51	COc1ccc2[nH]cc(C(=O)CN3CCCC(C)(C)C3)c2c1
    12	2	0.6	5	1	-4	-5	1.2	4
60	CN(C)S(=O)(=O)N(CC(=O)Nc1ccc(C(F)(F)F)cc1)c1ccccc1
    -3	/	-0.5	0	-3	/	-1	-0.4	7

Two successive records from above:
Below each SMILES – D2 potentiator	RXFP1 antagonist	D2 agonist	D1 ag	D1 PAM	D2 antag	D1 antag	TRHR agonist	TRHR PAM
62	COc1ccc(CS(=O)c2nc(C)cc(C)c2S(C)(=O)=O)cc1 (centres undefined)
    21	1	-0.1	0	-3	-9	10	-0.1	-6
63	O=C(CC(c1ccccc1)c1cc(Br)ccc1O)NCCCN1CCOCC1 (centres undefined)
    -6	-3	-0.1	2	8	-2	-1	-0.4	-3

Screens (PubChem BioAssay)

Hits appear at their usual frequency; any-hit rate near 7.1%.
